Bioassay records deposited in PubChem BioAssay by several laboratories.
EphB4 antag – EphB4-ephrin-B2 interaction antagonism | AID 720 | hit rate 0.15% among 97,000 | inhibition, % at 7 µM | P54760 | EphB4 LBD / TNYL-RAW-Alexa532 peptide, fluorescence polarization;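 active = inhibition above the screen-wide mean inhibition plus 3 SD, cut at about 15% in these data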;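 note: 0% = DMSO wells and 100% = excess unlabeled TNYL-RAW peptide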
PLK1 kinase inh – PLK1 (human) kinase inhibition; recombinant PLK1 kinase, TR-FRET peptide phosphorylation; inhibition, % at 10 µM; hit rate 0.53% among 97,000; AID 619;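 active = inhibition of 50% or more in the single-concentration screen; inactive = inhibition below 50%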;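 note: 0% = DMSO max control and 100% = H-89 dihydrochloride min control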
FAK blocker – blocks human focal adhesion kinase activity; biochemical FAK kinase activity assay; inhibition, %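 (tested at 7 µM)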; hit rate 0.84% among 97,000; AID 727; in the data active = inhibition above about 19%;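 note: 0% = DMSO and 100% = reference compound high control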
S1P2 blocker – blocks the human S1P2 receptor. cell-based S1P2 antagonist assay, inhibition at 5 uM. inhibition, % at 5 µM. hit rate 0.21% among 97,000. AID 736; in the data active = inhibition above about 45%;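 note: CRE beta-lactamase reporter cells expressing human S1P2 stimulated with S1P; 0% = agonist at EC80 alone and 100% = agonist plus reference antagonist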
Target sequence (O95136 whole entry, looked up): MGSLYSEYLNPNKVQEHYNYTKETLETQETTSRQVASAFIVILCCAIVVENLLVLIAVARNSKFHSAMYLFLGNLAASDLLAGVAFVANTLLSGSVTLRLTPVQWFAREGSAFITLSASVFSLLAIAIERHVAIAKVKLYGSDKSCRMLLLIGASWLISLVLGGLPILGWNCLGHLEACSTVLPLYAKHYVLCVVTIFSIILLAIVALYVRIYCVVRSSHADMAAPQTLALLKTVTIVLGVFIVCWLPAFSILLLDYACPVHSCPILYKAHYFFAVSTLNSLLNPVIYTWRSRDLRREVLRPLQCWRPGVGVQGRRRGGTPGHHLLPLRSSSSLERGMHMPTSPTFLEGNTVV
MT1-MMP txn act – MT1-MMP promoter transcription activation; hit rate 0.16% among 86,000; AID 750; HT1080 MT1-MMP promoter luciferase reporter, luminescence, overnight; active compounds read high; activation factor at 10 µM;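 active = activation factor of at least 2 for MT1-MMP transcription at 10 µM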
Plk1 PBD FP – Plk1 (human) PBD binding inhibition. P53350. Plk1 PBD phosphopeptide binding, fluorescence polarization. inhibition, %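 (tested at about 20 µM)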. hit rate 0.13% among 97,000. AID 693; in the data active = inhibition above about 34%, passing the limit was not always enough
S1P2 agonist – activates the human S1P2 receptor; activation, % at 4.5 µM; hit rate 0.46% among 97,000; O95136; S1P2-expressing cell line, agonist reporter read-out; in the data active = activation above about 16%;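 note: 0% = vehicle low control and 100% = maximal reference agonist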
PLAP act – activators of human placental alkaline phosphatase | activation fold at 20 µM | purified PLAP enzyme, luminescent substrate read-out; active compounds read high | AID 696 | P05187 | hit rate 1.2% among 96,000; in the data active = activation fold above about 2
Target sequence (P05187 whole entry, looked up): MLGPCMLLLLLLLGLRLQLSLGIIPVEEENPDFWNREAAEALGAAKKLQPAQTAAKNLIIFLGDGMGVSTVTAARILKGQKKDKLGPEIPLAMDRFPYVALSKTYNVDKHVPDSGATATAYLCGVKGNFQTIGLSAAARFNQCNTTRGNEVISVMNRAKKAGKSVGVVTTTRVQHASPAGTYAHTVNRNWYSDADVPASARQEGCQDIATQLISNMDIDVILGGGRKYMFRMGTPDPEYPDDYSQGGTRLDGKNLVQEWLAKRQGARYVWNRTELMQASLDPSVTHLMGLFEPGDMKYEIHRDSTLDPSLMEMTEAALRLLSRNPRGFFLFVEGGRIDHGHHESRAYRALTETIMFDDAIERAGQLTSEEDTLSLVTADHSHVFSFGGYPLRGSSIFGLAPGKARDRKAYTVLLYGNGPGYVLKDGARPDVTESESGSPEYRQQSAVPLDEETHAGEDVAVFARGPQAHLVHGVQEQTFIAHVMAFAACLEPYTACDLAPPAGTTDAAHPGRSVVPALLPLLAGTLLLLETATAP
HIV Rev-RRE inh – disrupts HIV-1 Rev binding to RRE RNA. Rev peptide-RRE RNA binding, FRET. hit rate 0.79% among 97,000. inhibition, % at 8 µM;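 active = inhibition above the screen-wide mean plus 3 SD, cut at about 35% in these data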;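 note: 0% = median DMSO wells and 100% = median Neomycin B control wells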
Target sequence (P05866 whole entry, looked up): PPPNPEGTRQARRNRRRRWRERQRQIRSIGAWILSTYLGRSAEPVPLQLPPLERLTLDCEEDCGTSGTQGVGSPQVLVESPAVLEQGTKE
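Assay system: Labelled RRE RNA duplex and labelled Rev peptide | Times: 5 min preincubation and 15 min binding, 25 °C | Detection: FRET, ex 480 nm, em 540 and 671 nm | Evaluation: % inhibition of FRET ratio versus controls | Benchmarks: DMSO wells as 0% and neomycin B wells as 100% inhibition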
The depositor's hits bear a star.

For CCN(CC(=O)Nc1ccc(OC)c(OC)c1)S(=O)(=O)c1ccc(C)cc1 the results were EphB4 antag 2, PLK1 kinase inh -2, FAK blocker 0, S1P2 blocker 6, MT1-MMP txn act 1.1, Plk1 PBD FP 0, S1P2 agonist -2, PLAP act 1 and HIV Rev-RRE inh 3.
COCCn1c(=O)[nH]c2cc(C(=O)NCCN3CCN(c4ccc(OC)cc4)CC3)ccc2c1=O was read as EphB4 antag -7, PLK1 kinase inh -22, FAK blocker 10, S1P2 blocker 8, MT1-MMP txn act 1.4, Plk1 PBD FP -2, S1P2 agonist -8 and HIV Rev-RRE inh 3.
For Nc1nc(CN2CCN(c3ccc(F)cc3)CC2)nc(N2CCCc3ccccc32)n1 the results were EphB4 antag -5, PLK1 kinase inh -6, FAK blocker -7, S1P2 blocker -10, MT1-MMP txn act 1.1, Plk1 PBD FP 2, S1P2 agonist -5, PLAP act 1.5 and HIV Rev-RRE inh 5.
COc1ccc(Br)cc1CN1CCCCCCC1 was read as EphB4 antag -7, PLK1 kinase inh -6, FAK blocker -1, S1P2 blocker -10, MT1-MMP txn act 0.9, Plk1 PBD FP -20, S1P2 agonist -7 and HIV Rev-RRE inh -1.
CN(C)Cc1nc2ccccc2c(=O)n1Cc1nc(C(C)(C)C)cs1 was read as EphB4 antag -8, PLK1 kinase inh -4, FAK blocker 1, S1P2 blocker 28, MT1-MMP txn act 1.1, Plk1 PBD FP 15, S1P2 agonist -5, PLAP act 1.7 and HIV Rev-RRE inh 4.
`Nc1nc(C23CC4CC(CC(C4)C2)C3)cs1` gave EphB4 antag -2, PLK1 kinase inh -34, FAK blocker 2, S1P2 blocker 5, MT1-MMP txn act 1.3, Plk1 PBD FP 21, S1P2 agonist -1, PLAP act 0.7 and HIV Rev-RRE inh 5.
Cc1ccccc1-n1nc(C)c2cc(C(=O)N3CCOCC3)sc21 was read as EphB4 antag 4, PLK1 kinase inh -1, FAK blocker 1, S1P2 blocker 8, MT1-MMP txn act 1.3, Plk1 PBD FP -1, S1P2 agonist -5, PLAP act 1.1 and HIV Rev-RRE inh 4.
CCOC(=O)C1CCN(CC(O)COc2ccc(C(C)=O)cc2)CC1 (stereo unspecified) was read as EphB4 antag 2, PLK1 kinase inh 65*, FAK blocker 2, S1P2 blocker 11, MT1-MMP txn act 1.2, Plk1 PBD FP 1, S1P2 agonist -4, PLAP act 1.5 and HIV Rev-RRE inh 5.
For COC(=O)c1sc2cc(C(F)(F)F)cnc2c1-c1cccnc1 the results were EphB4 antag 5, PLK1 kinase inh -5, FAK blocker 4, S1P2 blocker -5, Plk1 PBD FP -34, S1P2 agonist -1, PLAP act 1.2 and HIV Rev-RRE inh 5.
For CN(CC(=O)Nc1nc2ccc(F)cc2s1)S(=O)(=O)c1ccc(Cl)cc1 the results were EphB4 antag 3, PLK1 kinase inh 4, FAK blocker -1, S1P2 blocker -24, MT1-MMP txn act 1.2, Plk1 PBD FP -12, S1P2 agonist -5, PLAP act 1.3 and HIV Rev-RRE inh 12.
`Cc1cc(C(=O)OCC(=O)Nc2ccc(S(=O)(=O)N3CCOCC3)cc2)c(C)o1` gave EphB4 antag -1, PLK1 kinase inh -6, FAK blocker 0, S1P2 blocker -2, MT1-MMP txn act 1, Plk1 PBD FP -2, S1P2 agonist -3, PLAP act 1.9 and HIV Rev-RRE inh 3.
For COc1cc(OC)cc(C(=O)Nc2ccccc2N2CCOCC2)c1 the results were EphB4 antag 8, PLK1 kinase inh 0, FAK blocker -2, S1P2 blocker -3, MT1-MMP txn act 1.3, Plk1 PBD FP -9, S1P2 agonist -3, PLAP act 1.2 and HIV Rev-RRE inh 3.
For O=C(C1CCC1)N1CCc2cc(S(=O)(=O)NC3CCCC3)ccc21 the results were EphB4 antag 8, PLK1 kinase inh -8, FAK blocker -2, S1P2 blocker 2, MT1-MMP txn act 1.1, Plk1 PBD FP 10, S1P2 agonist -5, PLAP act 0.9 and HIV Rev-RRE inh 1.
Screening COc1cccc2sc(N3CCN(c4nc5ccccc5s4)CC3)nc12 returned EphB4 antag 1, PLK1 kinase inh -2, FAK blocker 12, S1P2 blocker 21, MT1-MMP txn act 1, Plk1 PBD FP 7, S1P2 agonist -6, PLAP act 0.9 and HIV Rev-RRE inh 2.
`COc1ccc(C(=O)Nn2cnc3scc(-c4cccs4)c3c2=O)c(O)c1` gave EphB4 antag 7, PLK1 kinase inh 2, FAK blocker -12, S1P2 blocker 3, MT1-MMP txn act 1.2, Plk1 PBD FP 5, S1P2 agonist -18 and HIV Rev-RRE inh 2.
Screening CCCOc1ccc(N2C(=O)CC(N3CCN(C(=O)c4ccco4)CC3)C2=O)cc1 (stereo unspecified) returned EphB4 antag 3, PLK1 kinase inh -8, FAK blocker -1, S1P2 blocker 9, MT1-MMP txn act 1.1, Plk1 PBD FP -24, S1P2 agonist -6, PLAP act 0.8 and HIV Rev-RRE inh 1.
For CCC(C)C(NC(=O)OC(C)(C)C)C(=O)NC(C(=O)N1CCCC1C(N)=O)C(C)CC (stereo unspecified) the results were EphB4 antag -3, PLK1 kinase inh -9, FAK blocker -1, S1P2 blocker 9, MT1-MMP txn act 1.1, Plk1 PBD FP -13, S1P2 agonist 0, PLAP act 1.4 and HIV Rev-RRE inh 0.
Screening CCOc1ccc(OCC)c(NC(=O)C2CCCN(S(=O)(=O)c3c(C)noc3C)C2)c1 (stereo unspecified) returned EphB4 antag -1, PLK1 kinase inh -6, FAK blocker -4, S1P2 blocker 14, MT1-MMP txn act 1.2, Plk1 PBD FP 8, S1P2 agonist -7, PLAP act 1.1 and HIV Rev-RRE inh 1.
For CCCN(CCC)CCNC(=O)C1CCCN(S(=O)(=O)c2ccc3c(c2)oc(=O)n3C)C1 (stereo unspecified) the results were EphB4 antag -3, PLK1 kinase inh -19, FAK blocker 1, S1P2 blocker 15, MT1-MMP txn act 0.9, Plk1 PBD FP -32, S1P2 agonist -4, PLAP act 1.4 and HIV Rev-RRE inh -1.
Screening Brc1ccc(-c2cn3c(n2)CCc2ccc4cccnc4c2-3)cc1 returned EphB4 antag 4, PLK1 kinase inh -4, FAK blocker -1, S1P2 blocker 9, MT1-MMP txn act 1.2, Plk1 PBD FP 2, S1P2 agonist -4, PLAP act 1.1 and HIV Rev-RRE inh 15.
`CC1(C)C(C#N)=C(N)OC2=C1C(=O)CCC2` gave EphB4 antag 0, PLK1 kinase inh -8, FAK blocker 1, S1P2 blocker 12, MT1-MMP txn act 1.2, Plk1 PBD FP -35, S1P2 agonist -5, PLAP act 1 and HIV Rev-RRE inh 6.
`c1cc2nnnn2nc1N1CCCCCC1` gave EphB4 antag 7, PLK1 kinase inh -10, FAK blocker -2, S1P2 blocker 6, MT1-MMP txn act 1.1, Plk1 PBD FP -3, S1P2 agonist -4 and HIV Rev-RRE inh 5.
CC(C)CC(=O)NS(=O)(=O)c1ccc(N)cc1 was read as EphB4 antag -9, PLK1 kinase inh -12, FAK blocker 0, S1P2 blocker -18, MT1-MMP txn act 1.2, Plk1 PBD FP 1, S1P2 agonist -3 and HIV Rev-RRE inh 4.
Screening CC(O)CNC(=O)C1CCN(Cc2ccc(OCc3ccccc3)cc2)CC1 (stereo unspecified) returned EphB4 antag -2, PLK1 kinase inh 2, FAK blocker 5, S1P2 blocker 17, MT1-MMP txn act 1.8, Plk1 PBD FP -7, S1P2 agonist -5, PLAP act 1.5 and HIV Rev-RRE inh 2.
CCN1C(c2ccc(F)cc2)=CS/C1=C(\C#N)c1nnc2n1-c1ccccc1SC2 was read as EphB4 antag -4, PLK1 kinase inh -5, FAK blocker -8, S1P2 blocker 0, MT1-MMP txn act 1.1, Plk1 PBD FP 24, S1P2 agonist 2, PLAP act 0.8 and HIV Rev-RRE inh -3.
Screening CCOC(=O)C(C)Oc1ccsc1C(=O)OC (stereo unspecified) returned EphB4 antag -1, PLK1 kinase inh -1, FAK blocker -4, S1P2 blocker 19, Plk1 PBD FP 8, S1P2 agonist -5, PLAP act 0.9 and HIV Rev-RRE inh 10.
Cc1c(C(=O)Nc2ccc3c(c2)OCCO3)sc2nc(-c3ccccc3)cn12 was read as EphB4 antag 0, PLK1 kinase inh -5, FAK blocker -2, S1P2 blocker 32, MT1-MMP txn act 1.1, Plk1 PBD FP -9, S1P2 agonist -4 and HIV Rev-RRE inh 0.
For CCc1nnc2n1N=C(c1ccc(-c3ccc(Cl)cc3Cl)o1)CS2 the results were EphB4 antag -2, PLK1 kinase inh -12, FAK blocker -7, S1P2 blocker 0, MT1-MMP txn act 0.9, Plk1 PBD FP -36, S1P2 agonist -4 and HIV Rev-RRE inh 11.
For Cc1ccc(-n2nc(C)c3c2OC(N)=C(C#N)C3c2ccccc2F)cc1 (stereo unspecified) the results were EphB4 antag -12, PLK1 kinase inh -9, FAK blocker 0, S1P2 blocker -5, MT1-MMP txn act 1.5, Plk1 PBD FP -2, S1P2 agonist -4, PLAP act 1 and HIV Rev-RRE inh 3.
For N#CC1=C(N)N(c2ccc(F)cc2)C(=O)C1 the results were EphB4 antag -12, PLK1 kinase inh -6, FAK blocker -5, S1P2 blocker 17, Plk1 PBD FP 5, S1P2 agonist -7, PLAP act 1.1 and HIV Rev-RRE inh 0.
O=c1[nH]c(=O)n(Cc2ccccc2)c2c1C(C(F)(F)F)(C(F)(F)F)N=C(c1ccco1)N2 was read as EphB4 antag 0, PLK1 kinase inh 0, FAK blocker -8, S1P2 blocker 18, MT1-MMP txn act 1.1, Plk1 PBD FP 16, S1P2 agonist -4, PLAP act 1.1 and HIV Rev-RRE inh -2.
Screening COc1cc(/C=C2/CCC/C(=C\c3cc(O)c(OC)c(Cl)c3)C2=O)cc(Cl)c1O returned EphB4 antag -1, PLK1 kinase inh 5, FAK blocker -8, S1P2 blocker 23, Plk1 PBD FP -53, S1P2 agonist -9, PLAP act 0.3 and HIV Rev-RRE inh -2.
O=C(O)c1ccc(OCCn2ccnc2)cc1 was read as EphB4 antag -3, PLK1 kinase inh -12, FAK blocker 0, S1P2 blocker 18, MT1-MMP txn act 1.1, Plk1 PBD FP 3, S1P2 agonist -8, PLAP act 1 and HIV Rev-RRE inh 8.
For O=C(Cc1ccc(Cl)cc1)Nc1nc2ccccc2[nH]1 the results were EphB4 antag 4, PLK1 kinase inh -9, FAK blocker 0, S1P2 blocker 15, Plk1 PBD FP 4, S1P2 agonist -9, PLAP act 0.9 and HIV Rev-RRE inh 10.
For Cc1ccc2nc(N3C(=O)C(O)=C(C(=O)c4ccco4)C3c3cccs3)sc2c1 (stereo unspecified) the results were EphB4 antag 2, PLK1 kinase inh -11, FAK blocker -6, S1P2 blocker -3, Plk1 PBD FP -6, S1P2 agonist -1, PLAP act 1.2 and HIV Rev-RRE inh 9.
For Cc1[nH]c(=O)c(C#N)c2c1CSC(C)(C)C2 the results were EphB4 antag -8, PLK1 kinase inh 4, FAK blocker 0, S1P2 blocker -18, MT1-MMP txn act 1.1, Plk1 PBD FP 10, S1P2 agonist -8, PLAP act 0.9 and HIV Rev-RRE inh 1.
`O=C1CCCN1c1ccc(S(=O)(=O)NCCOc2ccccc2)cc1` gave EphB4 antag -7, PLK1 kinase inh -14, FAK blocker -1, S1P2 blocker -15, MT1-MMP txn act 1.4, Plk1 PBD FP -3, S1P2 agonist 2 and HIV Rev-RRE inh 1.

At a glance, part of the list above.
For Cc1ccc2nc(N3C(=O)C(O)=C(C(=O)c4ccco4)C3c3cccs3)sc2c1 (stereo unspecified) the results were EphB4 antag 2, PLK1 kinase inh -11, FAK blocker -6, S1P2 blocker -3, Plk1 PBD FP -6, S1P2 agonist -1, PLAP act 1.2 and HIV Rev-RRE inh 9.
For Cc1[nH]c(=O)c(C#N)c2c1CSC(C)(C)C2 the results were EphB4 antag -8, PLK1 kinase inh 4, FAK blocker 0, S1P2 blocker -18, MT1-MMP txn act 1.1, Plk1 PBD FP 10, S1P2 agonist -8, PLAP act 0.9 and HIV Rev-RRE inh 1.
`O=C1CCCN1c1ccc(S(=O)(=O)NCCOc2ccccc2)cc1` gave EphB4 antag -7, PLK1 kinase inh -14, FAK blocker -1, S1P2 blocker -15, MT1-MMP txn act 1.4, Plk1 PBD FP -3, S1P2 agonist 2 and HIV Rev-RRE inh 1.
